High-throughput results: PubChem BioAssay, National Center for Advancing Translational Sciences (NCATS)
EPAC1 ag – activates human EPAC1 exchange factor. EPAC1 agonist qHTS, biochemical assay; response scale: 100% = response to 6.5 mM cAMP. Potency, µM (titrated, usually from 154 µM), inactives show at the top dose activation, usual class: activators. 360,000 compounds, 0.073% hits. O95398; further: potency means the concentration at half of the fitted maximal effect; nearly all actives have a fitted effect of over 60% in size
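EPAC1 100 nM, Rap1B–BODIPY-GDP 250 nM, unlabeled GDP 50 uM; compound titration; 5 min RT; kinetic read ex480/em540 at 5-min intervals ×30 min; data normalized to 6.5 mM cAMP agonist control.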
FUS suppressor – rescues growth of FUS-expressing yeast; S. cerevisiae FUS-expressing, growth rescue, OD600, 24 h; Potency, µM (highest dose often 76.6 µM), for inactives: at the highest dose growth rescue (activation), most hits filed as activators; 390,000 compounds, 0.24% hits; AID 1347120;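 further: potency means the concentration at half of the fitted maximal effect; plate controls were DMSO vehicle for no effect and reference control for full effect; nearly all actives have a fitted effect of over 55% in size; some results filed as inactive show a strong effect at the top dose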
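Toxicity suppression screen in FUS-yeast. Cells induced with 2% galactose, starting OD 0.005, treated 24hr at 30C with compounds at multiple final concentrations; growth by OD600.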
PI5P4K alpha inh – inhibitors of human PI5P4K alpha; max response, %; PI5P4Kalpha enzyme, ADP-Glo luminescence, 60 min; active compounds read low; 330,000 compounds, 1.2% hits; P48426; active means max response of -50% or lower; inconclusive means between -30% and -50%; inactive means -30% or higher; further: value at the top dose of about 77 µM; on the % scale 0 is the no-effect control and ±100 the full control effect
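Human PI5P4Kalpha with substrate in 0.038 M HEPES pH 7.4, 0.28 mM EGTA, 0.1% CHAPS, 5% DMSO; reaction started with 5 microM ATP (final), 60 min at room temperature. ADP formed read by ADP-Glo luminescence.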
Abeta rescue – compounds reversing amyloid beta toxicity in yeast; yeast expressing A-beta42, growth rescue, OD600, 48 h; response scale: 0% DMSO, 100% iron-clioquinol control; Potency, µM (top dose mostly 46.1 µM), without a hit: top-dose growth rescue, actives largely listed as activators; 410,000 compounds, 0.063% hits; AID 1347071; further: potency means the concentration at half of the fitted maximal effect; nearly all actives have a fitted effect of over 55% in size
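Yeast A-beta toxicity model in growth medium with pinned compounds, 48 h at 30 C; growth read as absorbance at 600 nm. Normalized to FeCl3/clioquinol equimolar mix (positive) and DMSO (negative).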
EPAC1 antag – antagonists of human EPAC1; O95398; EPAC1 GEF assay, Rap1b-BODIPY-GDP exchange fluorescence; Potency, µM (series often up to 115 µM), without a hit: top-dose activity change, negative = inhibition, usual class: inhibitors; 360,000 compounds, 0.14% hits; AID 720709;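 further: potency means the concentration at half of the fitted maximal effect; plate controls were vehicle for no effect and positive control for full effect; nearly all actives have a fitted effect of over 50% in size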
IL2 activator – activators of IL-2; activation, % (series mostly up to about 46 µM); IL-2 activation reporter assay, cell-based qHTS; stimulated with anti-CD3/CD4/CD28 beads; in transgenic mouse T cells; 360,000 compounds, 0.065% hits; AID 652025; in the data active means activation above about 50%; inconclusive means mostly about 30% to 49%; further: 0% is about no effect
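EGFP and DsRed fluorescence is measured by plate cytometry in unstimulated transgenic mouse T cells exposed to compound for 60 minutes, then stimulated 18 hours at 37 degrees C with anti-CD3/anti-CD4 beads plus anti-CD28.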
WRN helicase inh – blocks human WRN helicase. WRN helicase unwinding, fluorescent forked duplex, kinetic. Q14191. Potency, µM (top dose mostly 114 µM), inactives show top-dose activity change, negative = inhibition, actives largely listed as inhibitors. 360,000 compounds, 0.46% hits. AID 651768; further: potency means the concentration at half of the fitted maximal effect; on the % scale 0 is the no-effect control and ±100 the full control effect; nearly all actives have a fitted effect of over 55% in size
Target sequence (Q14191 whole entry, looked up): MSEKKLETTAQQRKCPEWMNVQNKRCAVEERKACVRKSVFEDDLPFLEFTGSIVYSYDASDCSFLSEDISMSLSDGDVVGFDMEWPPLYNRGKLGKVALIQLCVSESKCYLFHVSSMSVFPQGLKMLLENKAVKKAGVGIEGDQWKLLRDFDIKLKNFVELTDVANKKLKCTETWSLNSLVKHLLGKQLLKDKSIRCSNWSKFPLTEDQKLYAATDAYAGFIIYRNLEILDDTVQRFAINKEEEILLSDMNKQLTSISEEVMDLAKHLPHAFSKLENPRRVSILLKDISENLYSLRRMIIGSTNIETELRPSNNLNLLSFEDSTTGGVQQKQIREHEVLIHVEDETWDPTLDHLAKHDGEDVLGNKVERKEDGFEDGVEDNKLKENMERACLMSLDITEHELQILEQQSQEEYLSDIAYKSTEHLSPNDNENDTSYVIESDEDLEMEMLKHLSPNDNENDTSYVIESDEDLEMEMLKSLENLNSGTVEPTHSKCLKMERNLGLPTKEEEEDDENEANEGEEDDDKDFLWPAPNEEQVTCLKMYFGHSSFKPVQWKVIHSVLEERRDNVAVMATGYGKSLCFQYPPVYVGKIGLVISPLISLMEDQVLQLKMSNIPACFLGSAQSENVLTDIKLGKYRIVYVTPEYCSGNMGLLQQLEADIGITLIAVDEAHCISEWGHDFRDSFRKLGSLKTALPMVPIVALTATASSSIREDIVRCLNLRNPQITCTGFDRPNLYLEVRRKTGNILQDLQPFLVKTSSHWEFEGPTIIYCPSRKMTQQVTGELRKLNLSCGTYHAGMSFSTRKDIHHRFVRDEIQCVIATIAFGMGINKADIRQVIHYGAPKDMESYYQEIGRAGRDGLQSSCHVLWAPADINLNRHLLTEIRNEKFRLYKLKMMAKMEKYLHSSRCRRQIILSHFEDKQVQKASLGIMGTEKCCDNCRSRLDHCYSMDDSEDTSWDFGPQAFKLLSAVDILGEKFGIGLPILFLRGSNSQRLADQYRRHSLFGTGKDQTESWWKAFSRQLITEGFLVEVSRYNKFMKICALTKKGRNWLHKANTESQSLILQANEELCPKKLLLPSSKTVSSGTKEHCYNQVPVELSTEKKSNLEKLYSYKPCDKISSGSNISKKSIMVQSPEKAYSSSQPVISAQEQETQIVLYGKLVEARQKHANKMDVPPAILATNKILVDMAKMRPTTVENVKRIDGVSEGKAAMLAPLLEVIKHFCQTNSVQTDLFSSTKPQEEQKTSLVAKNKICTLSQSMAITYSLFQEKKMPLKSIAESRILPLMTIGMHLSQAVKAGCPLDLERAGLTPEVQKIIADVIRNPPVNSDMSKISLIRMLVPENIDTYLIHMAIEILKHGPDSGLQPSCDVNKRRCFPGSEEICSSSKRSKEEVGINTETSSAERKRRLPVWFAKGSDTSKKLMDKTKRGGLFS
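Screening of the MLSMR collection measured strand separation of a quenched forked DNA duplex (100 nM) by 20 nM WRN with 2 mM ATP, all final. Compounds were preincubated with enzyme 15 min at room temperature.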
PLK1 PBD block – blocks phosphopeptide binding to human PLK1 polo-box domain; Potency, µM, inactives show max response, negative = inhibition, actives largely listed as inhibitors; 360,000 compounds, 2.8% hits; Plk1 PBD binding of FITC phosphopeptide, fluorescence polarization; AID 720504; further: potency means the concentration at half of the fitted maximal effect; series mostly up to about 57 µM; on the % scale 0 is the no-effect control and ±100 the full control effect; nearly all actives have a fitted effect of over 65% in size
* = called active by the depositor; ? = inconclusive; . = not tested or not shown; & = joins results of further samples; [ ] = another dose, or the depositor's remark. Unless noted, the call rests on the fitted dose curve; in most records, active means well fitted curve in the direction sought with a large enough effect; inconclusive means small, poorly fitted or top-dose-only effect, or another doubt; inactive means no such curve, though single readings can be large; an effect the other way counts as inactive or inconclusive.

Sequence of screens – EPAC1 ag	FUS suppressor	PI5P4K alpha inh	Abeta rescue	EPAC1 antag	IL2 activator	WRN helicase inh	PLK1 PBD block
(1) O=C(Cc1cccs1)Nc1cccc(-c2ccc3nncn3n2)c1
  -4%	9%	1	-14%	-9%	-0.3	1%	-1%
(2) CC(C)S(=O)(=O)c1csc(C(=O)NN)c1Cl
  9%	20%	-12	2%	-13%	1.1	-1%	-14%
(3) C/C(Cc1nnn(-c2cc(C)on2)n1)=N\O
  3%	0%	2	-14%	8%	0.1	-3%	-13%
(4) CSc1ncccc1C(=O)N1CCCC(Nc2ccc(C)c(C)c2)C1 (stereo unspecified)
  0%	9%	2	5%	-22%	-5.4	-25%	-8%
(5) COCCNC(=O)C(=O)Nc1cccc(Br)c1
  8%	-24%	.	3%	-7%	-2.3	-9%	-15%
(6) Nn1c(SCC(=O)Nc2cc(C(F)(F)F)ccc2Cl)nncc1=O
  5%	15%	?	14%	13%	-0.8	?	-27%
(7) COc1ccc(/C=C/C(=O)Nc2ccccc2C(=O)O)cc1
  4%	14%	-25	-25%	-21%	-4.5	-11%	-22%
(8) CCOc1ccc(Cl)cc1S(=O)(=O)n1cnc2cc(C)c(C)cc21
  0%	11%	3	24%	-1%	-0.6	-2%	-6%
(9) O=[N+]([O-])c1ccc([N+](=O)[O-])c(Nc2ccc(N3CCOCC3)cc2)c1
  7%	7%	-2	4%	1%	-3.3	2%	5%
(10) O=[N+]([O-])c1ccc2nc(CCCO)[nH]c2c1
  10%	32%	4	-2%	13%	0.3	-6%	-1%
(11) Cc1cc2nc3n(c2cc1C)CC1CC(C(=O)NCc2cccc(Br)c2)N(C)C31 (stereo unspecified)
  6%	-5%	1	-11%	3%	-0.6	3%	-4%
(12) O=C(NCc1cc(C(F)(F)F)ccc1Cl)c1cccc2c1C(=O)c1ccc(N3CCOCC3)cc1S2(=O)=O
  -3%	-11%	2	-18%	?	-2.0	13%	-12%
(13) COC(=O)c1ccc2nc(C3CCCCC3)c3c(c2c1)CCC3
  -2%	-10%	1	-14%	-27%	-0.1	0%	-12%
(14) O=C1CCCN1c1ccc(S(=O)(=O)N2CCC(c3ccccc3)CC2)cc1
  -2%	8%	.	0%	7%	-0.6	6%	-1%
(15) CCOC(=O)c1ccc(NC(=O)CN2CCN(C(=O)c3ccco3)CC2)cc1
  3%	3%	-4	8%	11%	-3.6	-24%	-7%
(16) Cc1ccc2c(Cl)cc(Cl)c(OCC(=O)O)c2n1
  10%	-12%	-9	-3%	-9%	-0.1	-11%	3%
(17) N#Cc1nccnc1S(=O)(=O)c1cccs1
  4%	-15%	-7	-40%[inhibitor]	4%	0.0	50µM*	27µM*
(18) CC(NC(=O)COc1ccc([N+](=O)[O-])cc1)c1ccccc1 (stereo unspecified)
  4%	-15%	-17	-10%	-18%	-0.2	-2%	12µM*
(19) O=C1NC(c2ccccc2O)Nc2ccccc21 (stereo unspecified)
  -2%	-18%	6	-14%	5%	0.9	-9%	-4%
(20) COc1ccc(C2c3cc(OC)c(OC)cc3CCN2C2CC(=O)N(c3ccccc3)C2=O)cc1OC (stereo unspecified)
  5%	?	.	-18%	4%	-1.1	12%	-9%
(21) CC(C)NC(=O)c1ccc2sc([C@@H]3O[C@H](CO)[C@H](O)[C@H](O)[C@H]3O)nc2c1
  -5%	-23%	-2	-9%	-9%	0.8	8%[57.1 µM]	-5%
(22) O=C(CN1C(=O)COc2ccc(S(=O)(=O)N3CCCCCC3)cc21)NCc1ccc(F)cc1
  1%	23%&26%	-1	-12%&10%	?	0.5	-4%	-7%
(23) O=C(CCNC(=O)c1ccccc1Cl)NN=Cc1ccccc1[N+](=O)[O-]
  6%	-1%	-9	-13%	-4%	-1.0	-31%	-5%
(24) Cc1ccc(-n2c(=O)cc(N3CCCCCC3)[nH]c2=O)cc1
  -17%	-18%	-4	-4%	?	-2.3	11%	-1%
(25) CCOC(=O)Cc1csc(N/N=C/c2cccc([N+](=O)[O-])c2)n1
  -2%	19%	5	-7%	-1%	0.5	-34%	-2%
(26) Cc1ccc(S(=O)(=O)Nc2nc(N)n(-c3ccccc3)n2)cc1
  8%	9%	1	-6%	2%	0.2	4%	-3%
(27) COc1ccc(NC(=O)c2cc(-c3ccccn3)nc3ccccc23)c(OC)c1
  -1%	32%	3	-6%	-18%	-1.0	-11%	0%
(28) COc1ccc(CN2CCN(C(=O)c3c(-c4ccccc4)noc3C)CC2)cc1F
  14%	-21%	0	-14%	-5%	0.0	2%	-11%
(29) CCCC(C)c1nc(C(N)=O)c2[nH]c(=O)n(-c3ccc(OC)c(OC)c3)c2n1 (stereo unspecified)
  11%	8%	-1	13%	9%	0.4	2%	-4%
(30) COC(=O)c1cc2ccsc2n1CC(=O)N(C)c1ccccc1
  -4%	20%	.	18%	14%	0.6	-3%	-3%

Copied from the list:
#28 | PI5P4K alpha inh: 0
#1 | WRN helicase inh: 1%

Back to the main list with the 2 entries that preceded the break.
Sequence of screens – EPAC1 ag	FUS suppressor	PI5P4K alpha inh	Abeta rescue	EPAC1 antag	IL2 activator	WRN helicase inh	PLK1 PBD block
(29) CCCC(C)c1nc(C(N)=O)c2[nH]c(=O)n(-c3ccc(OC)c(OC)c3)c2n1 (stereo unspecified)
  11%	8%	-1	13%	9%	0.4	2%	-4%
(30) COC(=O)c1cc2ccsc2n1CC(=O)N(C)c1ccccc1
  -4%	20%	.	18%	14%	0.6	-3%	-3%
(31) CC(C)(C)c1ccc(C(=O)N2CCCC2c2cccs2)cc1 (stereo unspecified)
  -8%	51%	5	-6%	-18%	-5.2	-10%	-9%
(32) CSCCCN1CCCC(CO)(Cc2ccc(F)cc2)C1 (stereo unspecified)
  3%	?	-1	-6%	?	0.3	-3%	-15%
(33) Cc1ccc(C)c(NC(=O)CN2C(=O)NC(C)(c3ccc4c(c3)OCCO4)C2=O)c1 (stereo unspecified)
  6%	5%	3	5%	-9%	1.9	3%	-4%
(34) CC1(C)CC(O)C(C)(C)N1O (stereo unspecified)
  2%	6%	3	2%	-11%	-0.6	24%	-14%
(35) O=C(NC1CCC(O)CC1)C1CCN(S(=O)(=O)c2c(Cl)cccc2Cl)CC1 (stereo unspecified)
  -8%	-17%	1	-11%	17%	3.1	-3%	0%
(36) Cc1ccccc1S(=O)Cc1ccc(C(=O)N2CCN(C3CCCCC3)CC2)o1 (stereo unspecified)
  1%	6%	1	14%	6%	-0.5	-12%	-5%
(37) c1ccc(CNc2nc(NCCc3ccncc3)c3sccc3n2)cc1
  -8%	-23%	-27	-7%	0%	-0.9	-5%	-3%
(38) Cc1cc(=O)[nH]c(SCC(=O)c2c(N)n(C)c(=O)n(C)c2=O)n1
  7%	-10%	-7	2%	-1%	1.4	-29%	-11%
(39) CC(C)N(C(=O)Cn1cnc2c(cnn2-c2ccccc2Cl)c1=O)C(C)C
  13%	5%	.	-12%	5%	-3.0	-3%	-4%
(40) CSCCC(NC(=O)c1ccccc1)C(=O)OCC(=O)N(C)CCC#N (stereo unspecified)
  -1%	5%	3	-4%	-27%	-0.9	13%	5%
(41) Cc1ccccc1C(=O)NNC1=NCCC1
  7%	24%	.	3%	6%	-0.3	1%	0%
(42) O=C(Nc1ccc2c(c1)nc1n2CCN(Cc2ccccc2)C1)NC1CCCCC1
  9%	?	.	-4%	5%	0.2	-1%	-18%
(43) O=C(COc1ccc(Br)cc1)Nc1ccc(-c2nnc(-c3ccco3)o2)cc1
  0%	-7%	2	8%	0%	2.0	0%	1%
(44) O=C(NC1CCCC1)C1CC(=O)N(c2ccccc2)C1 (stereo unspecified)
  2%	-1%	0	10%	-28%	1.0	5%	0%
(45) Cc1cc(C)c(/C=N/NC(N)=O)c(C)c1/C=N/NC(N)=O
  0%	8%	-5	5%	-3%	4.0	3%	-1%
(46) COc1ccc(C2=Nc3ccccc3N(C(=O)c3ccncc3)C2C(=O)NC(C)C)cc1 (stereo unspecified)
  2%	16%	4	-16%	-16%	-0.1	3%	-3%
(47) N#CC1=C(SCc2ccccc2)NC(=O)CC1c1cccc(O)c1 (stereo unspecified)
  9%	-7%	.	-6%	-2%	-1.7	-4%	-9%
(48) COc1cc2c(cc1OC)-c1nnc(C)n1C(C)(C)C2
  -8%	-11%	.	11%	1%	-1.2	3%	-6%
(49) Cc1nc(-c2noc(-c3cccc(Cl)c3)n2)c(C(F)(F)F)o1
  6%	6%	4	-1%	0%	0.6	-2%	-4%
(50) COc1cc(OC)c(OC)cc1/C=C/C(=O)OCC(=O)Nc1c(C)n(C)n(-c2ccccc2)c1=O
  0%	7%	-5	-10%	-16%	-0.7	-1%	-11%
(51) Cc1noc(C)c1S(=O)(=O)Nc1ccc(C(=O)N2CCCCC2)cc1
  6%	-15%	.	1%	16%	-1.2	0%	-11%
(52) CCCCN1CCC(CN2C(=O)C(=O)NC[C@@H]2Cc2ccccc2)CC1
  -24%	-52%[inhibitor]	1	0%	-25%	-0.1	0%	-8%
(53) CCn1c(Cn2nnc(-c3ccccc3)n2)nnc1SCC(=O)Nc1ccccc1
  1%	0%	.	12%	3%	-2.2	-7%	2%
(54) CCC(C)Nc1nc(-c2cccc(OC)c2O)nc2ccccc12 (stereo unspecified)
  22%	35%	0	-76%[inhibitor]	0%	-2.6	-10%[57.1 µM]	-10%
(55) O=C(O)CCCCCN1C(=O)C(O)=C(C(=O)/C=C/c2ccccc2)C1c1ccc2c(c1)OCO2 (stereo unspecified)
  -3%	35µM*	2	-35%	-18%	-0.2	-6%	-26%
(56) CCn1cc(CNC(=O)c2cc(-c3ccccc3OC)nc3ccccc23)c(C)n1
  -2%	30%	2	13%	4%	0.1	-12%	-12%
(57) O=C(CCN1C(=O)C2CC=CCC2C1=O)Nc1ccc(S(=O)(=O)N2CCCCC2)cc1 (stereo unspecified)
  4%	13%	3	-6%	0%	1.8	-2%	-8%
